Screens as filed in PubChem BioAssay.
STK33 kinase inh = blocks human STK33 kinase activity; Q9BYT3; purified STK33, MBP phosphorylation, ADP-Glo luminescence; inhibition, % at 10 µM; hit rate 0.073% among 320,000;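 active = inhibition at or above 25%, using the most active replicate where run in duplicate; inactive = inhibition below 25%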
Target sequence (Q9BYT3 whole entry, looked up): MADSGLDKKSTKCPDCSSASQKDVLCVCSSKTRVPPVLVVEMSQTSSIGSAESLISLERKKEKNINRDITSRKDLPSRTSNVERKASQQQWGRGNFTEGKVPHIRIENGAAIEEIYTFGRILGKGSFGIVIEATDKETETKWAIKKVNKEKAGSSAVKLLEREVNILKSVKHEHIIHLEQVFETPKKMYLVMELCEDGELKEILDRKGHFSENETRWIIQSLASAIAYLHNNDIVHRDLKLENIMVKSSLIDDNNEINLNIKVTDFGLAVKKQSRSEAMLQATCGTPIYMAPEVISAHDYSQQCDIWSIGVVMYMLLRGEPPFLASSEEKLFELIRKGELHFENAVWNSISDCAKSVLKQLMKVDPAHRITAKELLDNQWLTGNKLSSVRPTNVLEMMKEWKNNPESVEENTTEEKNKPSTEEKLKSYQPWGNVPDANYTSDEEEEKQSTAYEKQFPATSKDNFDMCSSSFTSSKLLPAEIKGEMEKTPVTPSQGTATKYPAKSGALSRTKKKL
CHT allo act = human CHT allosteric activation | Q9GZV3 | CHT-expressing cells, membrane potential dye, choline EC20; active compounds read high; LV-AA mutant CHT in HEK293 cells | B-score at 10 µM | hit rate 0.49% among 310,000 | AID 488977;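 active = initial fluorescence not abnormally high and integrated response B-score, plate-corrected, over 3 SD above library mean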
CHT inh = inhibitors of human choline transporter CHT | hit rate 0.86% among 310,000 | B-score at 10 µM | CHT-expressing cells, membrane potential dye, choline response; active compounds read low | Q9GZV3;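 active = B-score over 3 SD under the library average, and starting fluorescence ratio not unusually high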;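 also: choline stimulus applied at its EC90 after an EC20 pre-addition; B-score computed on integrated fluorescence ratio after choline addition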
Numbers without * were called inactive; i = inactive. This is a subset. The share of hits here may be higher or lower than overall.

no.	molecule	STK33 kinase inh	CHT allo act	CHT inh
1	CCCCCCn1c(=O)c(C(=O)Nc2cnccn2)c(O)c2ccccc21	-0.6	i	i
2	O=c1[nH]c(=O)n(CCc2ccccc2)c(O)c1C=NCc1ccc2c(c1)OCO2	-0.2	i	i
3	Cc1ccc(Cn2nnnc2CN2CCC(n3nnc4ccccc43)CC2)cc1	0.4	i	i
4	COc1ccc(OC)c(NC2=NCCCS2)c1	-0.7	i	i
5	CN(C)c1ccc(/C=C2/C(=O)NC(=O)N(Cc3ccco3)C2=O)cc1	-1.6	i	i
6	CC(=O)N1N=C(c2cccnc2)CC1c1ccccc1O (stereo not drawn)	-0.1	i	i
7	CC(Cc1ccccc1)[n+]1cc(/N=C(\[O-])Nc2ccccc2)on1 (stereo not drawn)	-2.4	i	i
8	C[N+](C)(C)CC#CCN1CCCC1=O	-2.9	i	i
9	C=CCn1c(O)c(C(C)=Nc2cccc(C(F)(F)F)c2)c(=O)[nH]c1=O	0.1	i	i
10	CCC(=NCC1CCCO1)c1c(O)n(-c2ccc(OC)cc2)c(=O)[nH]c1=O (stereo not drawn)	-0.1	i	i
11	CC(=NCc1ccc(F)cc1)c1c(O)n(C)c(=O)n(C)c1=O	-0.7	i	i
12	O=C(Nc1ccc(F)c([N+](=O)[O-])c1)N1C[C@H]2C[C@@H](C1)c1cccc(=O)n1C2	-0.6	i	i
13	NP(=O)(OCCCc1ccccc1)Oc1ccccc1Cl (stereo not drawn)	-1.6	i	i
14	NC(=O)Cn1cc(C(=O)c2ccccc2F)c2ccccc21	0.4	i	i
15	CN(C)C(Cc1ccc(Cl)cc1)C(=O)c1ccccc1 (stereo not drawn)	-2.3	i	i
16	COC(=O)C1=C(c2ccccc2)C[C@@H]2CC[C@H]1N2C(=O)NCCS(C)=O (stereo partly drawn)	-0.5	i	i
17	Brc1cc2c(cc1CN1CCN(c3ccccc3)CC1)OCCO2	-2.5	i	i
18	CCCCC(=O)N/N=C/c1c(O)n(Cc2ccc(F)cc2)c(=O)[nH]c1=O	0.1	i	i
19	Cc1cc(N2CCNCC2)nc2ccccc12	-1.0	7.5*	i
20	CC(C(=O)c1c[nH]c2ccccc12)N1CCN(C(=O)c2ccco2)CC1 (stereo not drawn)	-2.0	i	i
21	CCC(=NCc1cccnc1)c1c(O)n(-c2ccccc2C)c(=O)[nH]c1=O	0.8	i	i
22	CCCCN1CCC(C#N)(Nc2ccccc2)CC1	-0.7	i	i
23	CCOC(=O)C1=C(C)OC(N)=C(C#N)C12C(=O)Nc1ccc(C)cc12 (stereo not drawn)	-0.4	i	i
24	COc1ccc2c3c([nH]c2c1)C(C)=NCC3	1.6	i	i
25	NP(=O)(Oc1ccccc1Cl)Oc1ccccc1Cl	-0.9	i	i
26	Cc1[nH]c2ccccc2c1CCNCc1ccco1	0.6	i	i
27	COc1ccc(OP(=O)(Nc2ccccc2)Nc2ccccc2)cc1	0.0	i	i
28	CC1(C)COC(Nc2cccc(Cl)c2)=N1	0.1	i	i
29	C=Cn1ccnc1P(=S)(c1ccc(Cl)cc1)c1nccn1C=C	1.1	i	i
30	O=c1[nH]c(=O)n(CCC2=CCCCC2)c(O)c1C=NCc1cccnc1	-2.5	i	i
31	COc1ccccc1-n1c(O)c(C=Nc2c(C)n(C)n(-c3ccccc3)c2=O)c(=O)[nH]c1=O	0.4	i	i
32	CN(C(=O)Oc1ccc(F)cc1)c1ccccc1	-0.2	i	i
33	COc1cc(OC)c(OC)cc1CNCCc1ccc(OC)c(OC)c1	-0.9	i	i
34	Cc1ccc(N2Cc3ccccc3C2=N)cc1[N+](=O)[O-]	-2.5	i	i
35	CCN(CC)Cc1c[nH]c2ccccc12	-0.6	i	i
36	Cc1ccc(S(=O)(=O)NCCC(=O)Nc2ccc(Cl)cc2C(=O)c2ccccc2)cc1	-0.5	i	i
37	CCOC(C[n+]1c(-c2ccccc2)cc(C)cc1-c1ccccc1)OCC	-1.6	i	i
38	COc1ccc(C2C(C(=O)N3CCC4(CC3)OCCO4)CC(=O)N2c2ccc(OC)cc2)cc1 (stereo not drawn)	1.5	i	i
39	O=C(O)CP(=O)(O)c1ccc(Cl)cc1	-0.4	i	i
40	CC(=O)N(C)CC#CCN1CCC(O)CC1	-1.3	i	i
41	CC(=O)Nc1ccccc1C(=O)OCc1ccccc1F	0.9	i	i
42	Cc1ccc(Oc2cc(NN3CCCCC3)c([N+](=O)[O-])cc2[N+](=O)[O-])c([N+](=O)[O-])c1	-1.6	i	i
43	CC1CCC(NCCc2ccc3c(c2)OCO3)CC1 (stereo not drawn)	-0.4	i	i
44	COc1ccc(N2C(=O)/C(=C/c3ccc(C)o3)C(=O)NC2=S)c(OC)c1	-1.7	i	i
45	Nc1cc(N2CCNCC2)c([N+](=O)[O-])cc1Cl	-1.7	i	i
46	CC(=Nc1c(C)n(C)n(-c2ccccc2)c1=O)c1c(O)n(Cc2ccccc2)c(=O)[nH]c1=O	-0.2	i	i
47	Cc1cc(C)n2c(Br)c(CN3CC4CC(C3)c3cccc(=O)n3C4)nc2n1 (stereo not drawn)	-0.2	i	i
48	CCC(=NCCC(c1ccccc1)c1ccccc1)c1c(O)n(C)c(=O)n(C)c1=O	-0.6	i	i
49	C[C@@H]1CC2(CCCC[N+]2(C)C)C[C@H]1C	-0.4	i	i
50	CNC(=O)c1cccn(Cc2cccc(C(F)(F)F)c2)c1=O	-1.0	i	i

(more compounds)
no.	molecule	STK33 kinase inh	CHT allo act	CHT inh
51	COc1ccc(-n2c(/C=C3/C(=O)Nc4ccccc43)nc3ccccc3c2=O)cc1	-0.4	i	i
52	C[C@]12CCC(=O)C=C1CC[C@@H]1[C@@H]2C(=O)C[C@]2(C)C(=O)CC[C@@H]12	-1.5	i	i
53	CCCNS(=O)(=O)c1ccc(OCC(=O)N2CCN(Cc3ccccc3)CC2)cc1	-0.9	i	i
54	CC(=O)O[C@@H]1/C=C/[C@](C)(O)C[C@@H](C)C/C=C/[C@H]2[C@H](O)C(C)=C(C)[C@H]3[C@H](Cc4ccccc4)NC(=O)[C@@]123	0.1	i	i
55	COCCCN1CCN(c2nnc3n2-c2sc(Br)cc2C(c2ccccc2Cl)=NC3)CC1	1.4	i	i
56	CCn1cc(CN2CCCC(C(=O)c3cccc(OC)c3)C2)c(C)n1 (stereo not drawn)	-0.7	i	i
57	COCc1cc(OC(=O)N(C)C)nc(-c2ccccc2)n1	-1.0	i	i
58	C=CCn1c(O)c(/C(C)=N/N2CCCCC2)c(=O)[nH]c1=O	-0.8	i	i
59	CN1C2CCC1CC(OC(=O)c1ccc(Cl)cc1)C2 (stereo not drawn)	-0.7	i	i
60	CCn1c(=O)n(CC)c2cc([N+](=O)[O-])c(N3CCNCC3)cc21	-1.0	i	i

Looked up by structure from the list above:
no.	molecule	STK33 kinase inh	CHT allo act	CHT inh
45	Nc1cc(N2CCNCC2)c([N+](=O)[O-])cc1Cl	-1.7	i	i
37	CCOC(C[n+]1c(-c2ccccc2)cc(C)cc1-c1ccccc1)OCC	-1.6	i	i
20	CC(C(=O)c1c[nH]c2ccccc12)N1CCN(C(=O)c2ccco2)CC1 (stereo not drawn)	-2.0	i	i
7	CC(Cc1ccccc1)[n+]1cc(/N=C(\[O-])Nc2ccccc2)on1 (stereo not drawn)	-2.4	i	i

Remaining list, next part.
no.	molecule	STK33 kinase inh	CHT allo act	CHT inh
61	COc1cc2c3c(c1OC)-c1cc(O)ccc1CC3NCC2 (stereo not drawn)	0.8	i	i
62	Cc1nn(-c2ccccc2)c2c1CC1(C(=O)N(C)C(=O)N(C)C1=O)C1CCCCN21 (stereo not drawn)	-0.1	i	i
63	Cc1ccccc1CN1CCN(Cc2ccccc2)CC1	0.0	i	i
64	COc1cccc(C(=O)C2CCCN(C3CCOCC3)C2)c1 (stereo not drawn)	-1.2	i	i
65	c1ccc2c3c(ccc2c1)OCC1CONC31 (stereo not drawn)	-1.2	i	i
66	CC1=CC(C)C(COC(N)=O)(COC(N)=O)C(C)C1 (stereo not drawn)	1.8	i	i
67	CN1C(=O)NC(=O)/C(=C\C=C\c2ccccc2[N+](=O)[O-])C1=O	-0.6	i	i
68	COP(=O)(OC)C1(Nc2ccc(C)cc2)CCCCC1	-1.1	i	i
69	CN1CCN(c2nc3ccccc3c(=O)n2-c2ccccc2)CC1	-0.3	i	i
70	CCOC(=O)c1c(C)n(Cc2ccco2)c2ccc(OC)cc12	-0.2	i	i
71	CN(C)CCc1nc2ccccc2c(=O)n1-c1ccccc1	2.1	i	i
72	COc1ccc(C(O)c2cc(OC)ccc2OP(=O)(N(C)C)N(C)C)cc1 (stereo not drawn)	0.6	i	i
73	Cc1ccccc1OCCN=Cc1c(O)n(C)c(=O)n(C)c1=O	-0.2	i	i
74	O=C(Cc1ccc(N(CCCl)CCCl)cc1)NC(Cc1ccc(Cl)cc1)C(=O)O (stereo not drawn)	-3.0	i	i
75	O=C(/C=C/C=C/c1ccccc1)CC1(O)C(=O)Nc2ccccc21 (stereo not drawn)	0.4	i	i
76	CN(C)CCN(CC1CCCN(Cc2ccccc2F)C1)C(=O)Cc1ccc(F)c(F)c1 (stereo not drawn)	-3.5	i	i
77	Cc1cc(O)c(CN2CC=C(c3ccccc3)CC2)cc1C(C)C	0.6	i	i
78	O=C1CCCC2=C1C(c1cccnc1)Nc1ccccc1N2 (stereo not drawn)	-0.6	i	i
79	OC1(c2ccc(F)cc2)CC2CCC(C1)N2Cc1nnnn1C1CCCC1 (stereo not drawn)	-1.2	i	i
80	CC(C)CC12CN3CCN(CC(C3)C1O)C2 (stereo not drawn)	-2.4	i	i

Reprinted from the part before: 3 entries; new compounds follow.
no.	molecule	STK33 kinase inh	CHT allo act	CHT inh
78	O=C1CCCC2=C1C(c1cccnc1)Nc1ccccc1N2 (stereo not drawn)	-0.6	i	i
79	OC1(c2ccc(F)cc2)CC2CCC(C1)N2Cc1nnnn1C1CCCC1 (stereo not drawn)	-1.2	i	i
80	CC(C)CC12CN3CCN(CC(C3)C1O)C2 (stereo not drawn)	-2.4	i	i
81	O=P(Oc1ccccc1)(Oc1ccccc1)C(Nc1ccccc1)c1ccccc1 (stereo not drawn)	0.5	i	i
82	N[C@@H](Cc1c[nH]c2ccccc12)c1nnc(SCc2ccccc2)o1	-2.3	i	i
83	O=C(N[C@H]1CP(=O)(Oc2ccccc2)O[C@H](COCc2ccccc2)[C@H]1O)C(Cl)(Cl)Cl (stereo partly drawn)	0.2	i	i
84	Cc1c(C(=O)c2cccc3ccccc23)c2cccc3c2n1[C@H](CN1CCOCC1)CO3	-0.5	i	i
85	FC(F)(F)c1ccc(NC2=NCCCS2)cc1	-0.5	i	i
86	CCOC(=O)CCCCCNC(=O)c1c(O)[nH]c(=O)[nH]c1=O	-1.1	i	i
87	Cc1ccc(S(=O)(=O)N(C)CCCC(=O)N2CCN(c3ccccn3)CC2)cc1	-1.1	i	i
88	O=C(CNC(=O)c1ccc(Br)cc1)Nc1ccc(Br)cc1C(=O)c1ccccc1	-1.5	i	i
89	CCCCn1c(=O)c(C(=O)Nc2cnccn2)c(O)c2ccccc21	1.2	i	i
90	COCCCn1c(N)c(C(=O)OC(C)COC)c2nc3ccccc3nc21 (stereo not drawn)	-0.7	i	i
91	Cc1ccn2nc(S(=O)(=O)Nc3c(F)cccc3F)nc2n1	-2.4	i	i
92	CNC(=S)N(C)CCc1cc2c(c(OC)c1/C=C1/C(=O)NC(=O)N(C)C1=O)OCO2	-0.3	6.6*	i
93	Cc1cc(/C=C2/C(=O)NC(=O)N(Cc3ccco3)C2=O)c(C)n1-c1ccc(C(=O)O)cc1	-1.2	i	i
94	O=c1[nH]c(O)c(/C=C2\C=Nc3ccc(OCc4ccccc4)cc32)c(=O)[nH]1	-1.0	i	i
95	O=C(Nc1ccc(F)cc1)N1CC2CC(C1)c1cccc(=O)n1C2 (stereo not drawn)	-1.1	i	i
96	O=c1cc(CN2CCNCC2)nc2sccn12	1.3	i	i
97	CCN1CCN(Cc2cccnc2)CC1	-0.8	i	i
98	O=C(c1c[nH]c2ccc(S(=O)(=O)N3CCC4(CC3)OCCO4)cc2c1=O)N1CCC2(CC1)OCCO2	-2.8	i	i
99	CC(C)Oc1ccc(CCN)cc1Cl	-0.6	i	i
100	COc1ccc(-n2c(C)nc3ccccc3c2=O)c([N+](=O)[O-])c1	-3.0	i	i
101	Cc1cccc(C(=O)Nc2ccc3c(c2)CC2(C(=O)N(C)C(=O)N(C)C2=O)C2CCCN32)c1 (stereo not drawn)	-1.2	i	i
102	NC(=O)OCCSc1nnc(-c2cccc(C(N)=S)c2)o1	-0.6	i	i
103	Cc1ccc(CNCCc2ccc(F)cc2)s1	-1.6	i	i
104	COC(=O)CN1C(=O)CN=C(c2ccccc2Cl)c2cc(Br)ccc21	-0.6	i	i
105	CCn1c(O)c(C=NCc2cccs2)c(=O)[nH]c1=O	-1.7	i	i
106	Cc1ccc(O)c(CN2CCN(c3ccccc3)CC2)c1	0.0	i	i
107	CCOc1ccc(C2(C#N)CC[N+](C)(C)CC2)cc1	-2.6	i	i
108	COc1ccc(OC)c(NP(=O)(Oc2ccc(Cl)cc2)Oc2ccc(Cl)cc2)c1	-0.2	i	i
109	CC1OC(C[N+](C)(C)C)CC1O (stereo not drawn)	-2.2	i	i
